KDM5B inh = inhibitors of human KDM5B histone demethylase. Q9UGL1. hit rate 2.6% among 220,000. KDM5B demethylase, FDH-coupled NADH fluorescence (FDH is formaldehyde dehydrogenase). Potency, µM (doses to about 57.7 µM), inactives show at the highest dose activity change, negative = inhibition, actives largely listed as inhibitors; active = well fitted inhibition curve with a large enough effect; inconclusive = small, poorly fitted or top-dose-only effect; inactive = no such curve, though single readings can be large or run the other way; note: 0% is about no effect; nearly all actives have a fitted effect of over 70% in size
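KDM5BΔAP (200 nM final) in 50 mM HEPES pH 7.5, 0.01% Tween-20 was preincubated 10 min at RT with compound over a concentration range. Substrate mix (H3K4me3 12.5 µM, α-KG 25 µM, Fe²⁺, ascorbate, NAD⁺, FDH) was added, and NADH fluorescence change over 30 min gave dose-response curves.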
The depositor's hits bear a star; ? = inconclusive; & = joins results of further samples; [ ] = dose if it differs, or a comment. Potency is the fitted concentration of half-maximal effect. The list is partial (hit frequency here may not be typical).

Structure,KDM5B inh
COc1ccccc1C(=O)NC1(C(F)(F)F)NC(=O)N(CCc2ccccc2)C1=O (centres undefined),-22%
FC(F)(F)c1ccc2c(c1)ncc1c(-c3ccccc3)nn(-c3ccccc3)c12,-28%
Cc1ccc2oc(-c3ccc(Cl)c(NC(=O)c4cc([N+](=O)[O-])ccc4N4CCOCC4)c3)nc2c1,9%
CSc1cccc(NC(=O)C2C3C=CC4(O3)C2C(=O)N(CCCN2CCOCC2)C4C(=O)NC2CCCCC2)c1 (centres undefined),1%
O=C(NCC1CCOCC1)c1ccc(C(F)(F)F)cc1,-3%
CC(=O)c1cccc(NC(=O)CSc2nc(=O)n(Cc3ccco3)c3c2CCC3)c1,-18%
C=CCn1cc2c3c(cccc31)[C@H](CC(C)C)N[C@H](C(=O)N1CCOCC1)C2,32µM*
COCCOCC(=O)N1CCC2(CC1)CC(N1CCCCC1)CCO2 (centres undefined),11%
COc1ccc(NC(=O)c2ccc3c(=O)n4nc(Nc5cccc(Cl)c5C)sc4nc3c2)cc1,11%
COc1ccccc1-c1nc(SCC(=O)Nc2ccc(C)c(C)c2)n[nH]1,-11%
CCOC(=O)c1c(C)[nH]c(C)c1S(=O)(=O)N(C)CC(=O)Nc1ccc(CC)cc1,-18%
COc1nccc(N2CCC(CC(=O)NCCN3CCCCC3)CC2)n1,-10%
COc1ccccc1C(=O)NC[C@@H]1C=C(C)[C@H](Cc2nc3ccncc3[nH]2)C[C@H]1C(C)C,-7%[86.2 µM]
CCCC1CC(C(=O)NC(C(C)O)C2OC(SC)C(O)C(O)C2O)N(C)C1 (centres undefined),-21%
COCCN1C(=O)CC[C@]2(C(=O)NCc3ccc(OC)c(OC)c3)CCCC[C@@H]12,-15%
Cc1nn(C)c(Cl)c1CN1CCCC(C(=O)Nc2cccc(-n3cccn3)c2)C1 (centres undefined),12%
COc1ccccc1NC(=O)CC1S/C(=N/N=C(\C)C2CCCCC2)NC1=O (centres undefined),18%
O=C(N/N=C/C(Cl)=C\c1ccccc1)c1cccs1,-39%
CNC(=O)C(C)OC(=O)c1nn(-c2ccccc2)c(=O)c2ccccc12 (centres undefined),3%
O=C(CCSc1nc2ccccc2s1)Nc1ccc(F)cc1,5%
Cc1cc(C)cc(NC(=O)CSc2nc(=O)[nH]c3c2CCC3)c1,-6%
CCN(CC(=O)NCc1cccs1)C(=O)C1CC(=O)N(c2cc(Cl)ccc2OC)C1 (centres undefined),2%
CCNc1ccc(S(=O)(=O)N2CCOCC2)cc1NC(=O)Cc1c[nH]c2ccccc12,-1%
CC(C)CCn1c(SC(C)C)nc2c1c(=O)[nH]c(=O)n2C,-5%
Cc1nn(C)c(C)c1S(=O)(=O)N1C[C@@H](NS(C)(=O)=O)[C@H](C(C)C)C1,-2%
CC(C)(C)OC(=O)C(C#N)c1nc2ccccc2nc1Cl (centres undefined),-12%
COc1ccccc1CNC(=O)CN1CCC(c2nc3cc(Cl)ccc3s2)CC1,-6%
O=C(CCc1ccccc1)NCCC1CCN(C(=O)Nc2cccc(F)c2)CC1,14%
O=C(Nc1ccccc1)c1ccccc1NC(=O)c1ccccc1C(=O)O,19%
COc1cccc(C(=O)N2CCC(C(=O)N3CCN(C)CC3)CC2)c1,27%

Arranged by molar mass (lowest first): part of the list above
Structure,KDM5B inh
Cc1cc(C)cc(NC(=O)CSc2nc(=O)[nH]c3c2CCC3)c1,-6%
COc1cccc(C(=O)N2CCC(C(=O)N3CCN(C)CC3)CC2)c1,27%
Cc1nn(C)c(C)c1S(=O)(=O)N1C[C@@H](NS(C)(=O)=O)[C@H](C(C)C)C1,-2%
Cc1nn(C)c(Cl)c1CN1CCCC(C(=O)Nc2cccc(-n3cccn3)c2)C1 (centres undefined),12%
COc1ccccc1C(=O)NC1(C(F)(F)F)NC(=O)N(CCc2ccccc2)C1=O (centres undefined),-22%
CC(=O)c1cccc(NC(=O)CSc2nc(=O)n(Cc3ccco3)c3c2CCC3)c1,-18%
CSc1cccc(NC(=O)C2C3C=CC4(O3)C2C(=O)N(CCCN2CCOCC2)C4C(=O)NC2CCCCC2)c1 (centres undefined),1%

Additional structures
Structure,KDM5B inh
CCCOc1ccc(C(=O)Nc2ccc(NC(=O)c3cccs3)cc2)cc1,?
O=C(Cc1cccc(Cl)c1)N1CCC(n2cc(-c3nc(C4CC4)no3)nn2)C1 (centres undefined),-3%
O=C(c1c[nH]c2ccccc12)N1CCC(Cc2nncn2CC2CC2)C1 (centres undefined),5%
COc1ccc(Cn2ccc3nc(C)c(C(=O)Nc4cccc(SC)c4)cc3c2=O)cc1,?
CC(C)CSc1nnc(SCC(=O)NCc2ccccc2)s1,10%
COc1ccccc1N(CC(=O)NCCSCc1ccc(Cl)cc1)S(C)(=O)=O,24%&-16%
O=C(C1=C(Nc2ccc(N3CCCC3)c(Cl)c2)c2ccccc2S1(=O)=O)N1CCOCC1,-9%
Cc1ccccc1Cn1c(NC(C)CCO)nc2c1c(=O)n(C)c(=O)n2C (centres undefined),-8%
CCCC1(C2CCN(C(=O)C(OC)c3ccccc3)CC2)NC(=O)N(CCc2cccs2)C1=O (centres undefined),-20%
CO[C@H]1C[C@@H](O)C12CCN(C(=O)c1ccc(OC(F)F)cc1)CC2,23%
COc1ccc(CNC(=O)N2CCCCC2c2nc(-c3cnccn3)n[nH]2)cc1 (centres undefined),?
CC1CCCN(CCCn2c(=O)c3c(ncn3C)n(C)c2=O)C1 (centres undefined),2%
COC(=O)Cn1c(=O)c2c(nc(-n3nc(C)cc3C)n2CCc2ccccc2)n(C)c1=O,0%
CC(C)(C)OCC(O)CN(CCO)CC(O)Cn1ccc2ccccc21 (centres undefined),-7%
O=C(Nc1ccc(N2CCN(C(=O)c3ccccc3)CC2)cc1)c1cccnc1,-2%
CCCCN(Cc1cccs1)S(=O)(=O)c1cc(-c2cc(C)no2)ccc1C,-40%
Cc1oc2cc(OC(=O)C(C)(C)C)ccc2c(=O)c1-c1ccccc1,-19%
CC(=O)NC1CC2(CCN(C(=O)Cc3cnc[nH]3)CC2)c2ccccc21 (centres undefined),-20%[115 µM]
O=C(Cc1ccc2ccccc2c1)NCCc1ccccn1,23%
CCc1ccc(-c2nc(CN3CCCC(C(=O)N4CCN(c5cc(Cl)ccc5C)CC4)C3)c(C)o2)cc1 (centres undefined),?
CN(Cc1cccc(F)c1)Cc1cccn1C,3%[115 µM]
O=S(=O)(Cc1ccccc1F)N1CCC(C2CCNC2)CC1 (centres undefined),-14%
CCOC(=O)c1c(C)[nH]c(C(=O)C(C)N(C)Cc2ccc(F)cc2)c1C (centres undefined),1%
CCOC(=O)C1=C(CN2CCN(c3ccc(OC)cc3)CC2)NC(=O)NC1c1ccc(Cl)cc1 (centres undefined),?
Cn1nc2n(c1=O)CCN(C(=O)c1cscn1)CC2,1%
CC(=O)c1ccc(N2CCN(C3C(=O)c4ccccc4N3C(C)=O)CC2)cc1 (centres undefined),?
O=C(COC(=O)c1cccc(-n2cccc2)c1)Nc1c(F)cccc1F,0%
CCN(C(=O)c1cccs1)c1cccc(C)c1,21%
Nc1ncc(S(=O)(=O)NCc2ccc(Cl)cc2)cn1,-4%
COCC(C)n1c(C)cc(C(=O)COC(=O)Cn2cnc3c2c(=O)n(C)c(=O)n3C)c1C (centres undefined),6%

Structure,KDM5B inh
C[N+](C)(C)CCOC(c1ccccc1)c1ccccc1,0%
CC(C)(C)CN1CC[C@H]2COC(=O)N2c2cc(F)ccc2C1,-2%[86.2 µM]
Cn1cc(-c2cnc(Nc3cccnc3)c3c2CCO3)cn1,-21%[86.2 µM]
CCOc1cc(Cn2c(-c3ccc(O)c(OCC)c3)nc3ccccc32)ccc1O,?
CC(C)CCN1CCOc2cc(C(=O)N(C)c3cccnc3)ccc2C1,?
COC(=O)COC(=O)COc1ccccc1Cc1ccccc1,8%
CC(=O)Nc1ccc(CN2CCC3(CN[S+](=O)([O-])c4cnccc4O3)C2)cc1 (centres undefined),5%[115 µM]
Cc1oc(-c2nc(C#N)c(NCc3cccnc3)o2)cc1S(=O)(=O)N(C)C,?
O=C(NCCc1ccc(Cl)cc1)c1cc(-c2cnccc2Cl)c2cccn2n1,7%[115 µM]
CCCNC(=O)C(NC(=O)c1ccccc1)C1CCN(C(=O)c2ccccc2F)CC1 (centres undefined),-10%
Cc1cc(C)cc(NS(=O)(=O)c2ccc(-c3cc(C)no3)s2)c1,-3%
CSc1nnc2n(-c3cccc(C)c3)c(=O)c3c4c(sc3n12)CCCC4,-13%
COc1cc(NC(=O)CSC2=Nc3ccccc3N=C(c3ccc(F)cc3)C2)cc(OC)c1,17%&-5%
Cn1ccc2c(OCC(=O)Nc3ccc([N+](=O)[O-])cc3)cccc2c1=O,-12%
Cc1cc2c(cc1C)CSC(c1cccc([N+](=O)[O-])c1)SC2,-5%
C=CCN1C(=O)c2ccc(C(=O)N(C)CC(=O)Nc3ccccc3Br)cc2C1=O,41%
O=C(Nc1c(N2CCCC2)c2ccccc2oc1=O)C1CC1,2%
N#Cc1ccccc1S(=O)(=O)N[C@H]1CO[C@H]2[C@@H]1OC[C@@H]2n1nnnc1-c1ccccc1,-10%
Cc1ccc2nc(-c3cccnc3)c(Nc3ccc(C(C)C)cc3)n2c1,-6%
CCc1nnc2c3ccccc3nc(Nc3ccccc3OC)n12,-7%
CCOC(=O)c1ccccc1NC(=O)c1ccc2nc[nH]c2c1,-1%
COCCNC(=O)C[C@@H]1C[C@H]2O[C@H](CNC3CCC(F)(F)CC3)[C@@H](O)[C@H]2O1,-20%[86.2 µM]
Cc1cccc(-c2nc3n(CC(=O)N4CCC(C)CC4)c(C)cc(=O)n3n2)c1,8%
O=C(c1ccc2c(c1)N(Cc1ccccc1)C(=O)c1ccccc1S2(=O)=O)N1CCC(Cc2ccccc2)CC1,1%
Cc1ccc(NC(=O)C(=O)NCC(c2cccnc2)N2CCN(c3ccccc3F)CC2)cc1Cl (centres undefined),15%
Cc1cccc(N(C)S(=O)(=O)c2c(-c3cccc(F)c3)csc2C(=O)NCc2ccccn2)c1,22%
Cc1cc(C)cc(NC(=O)c2ccc3c(c2)NC(=O)CS3)c1,11%
Cc1ccc(-c2n[nH]c(=O)c3ccccc23)cc1S(=O)(=O)Nc1ccc(F)cc1,8%
Cc1ccc(NC(=O)c2oc3c(c2C)-c2[nH]ncc2CC3)c(Cl)c1,?
CCCNC(=O)N1CCC2(CC1)CC(c1ccccc1)C(=O)N2C (centres undefined),?

Structure,KDM5B inh
CCCCNc1ncnc2c1CN(C1CCCNCC1)C(=O)CN2C (centres undefined),?
COc1ccc(-n2c(=O)c3sc4ccccc4c3n(CC(=O)N3CCCC3)c2=O)cc1,0%
O=C(NC1CC1)c1ccc2nnc(-c3cccnc3)n2c1,112µM*
COCCn1c(SCc2ccc(Cl)cc2)nc2c1c(=O)[nH]c(=O)n2C,13%
CN1C(=O)c2cncnc2OCC1CNC(=O)c1ccc(Cl)cc1 (centres undefined),?
CC(=O)Nc1ccc(-c2csc(Nc3ccc(C)cc3)n2)cc1,-15%
O=C(c1cccnc1)N1CCC(c2nnc3n2C(C(=O)N2CCN(c4ncccn4)CC2)CC3)CC1 (centres undefined),-25%[115 µM]
Cc1ccccc1-n1c(SCc2ccc(Cl)cc2)nc2[nH]ncc2c1=O,-20%
CN(C)C[C@@H]1CN(S(C)(=O)=O)C[C@H]1NC(=O)c1ccc(Cl)s1,-15%
Cc1cc2oc(C(=O)NCC(c3cccs3)N3CCOCC3)cc(=O)c2cc1C (centres undefined),8%
COCc1ccccc1C(=O)NCC(O)c1ccccc1C(F)(F)F (centres undefined),19%
Cc1csc2nc(COc3ccccc3NC(=O)c3ccco3)cc(=O)n12,-12%
CCOC(=O)N1CCc2c(sc(NC(=O)C3COc4ccccc4O3)c2C(N)=O)C1 (centres undefined),?
C=CCc1c(C)nc(Nc2nc(C)c3cc(CC)ccc3n2)[nH]c1=O,21%
CCOC(=O)C(=O)N/N=C/c1ccco1,-8%
CCN(CC)S(=O)(=O)c1ccc(N/N=C(/C)c2cccs2)c([N+](=O)[O-])c1,23%
CCOC(=O)Cn1c(CN2CCN(c3ccc(OC)cc3)CC2)nc2c1c(=O)[nH]c(=O)n2C,?
Cc1cnc(C2CCOCC2)n1C1CCCN(C(=O)CCc2c[nH]c3ccccc23)C1 (centres undefined),-15%
CN(Cc1ccnn1C)C1CCOc2ccccc21 (centres undefined),-6%[86.2 µM]
CCC(NC(=O)C1CC1)C12CC3CC(CC(C3)C1)C2 (centres undefined),18%
c1ccc(C(CNCC2CC2)N2CCCC2)cc1 (centres undefined),10%
C=CCN1C(=O)S/C(=C\c2cn(CC(=O)OCC)c3ccccc23)C1=O,2%
O=C(O)[C@H]1C[C@@H](C(=O)NCc2ccncc2)CN(C2CCOCC2)C1,?
Cc1cccc(NC(=O)C(Cc2ccccc2)n2cccc2)c1 (centres undefined),18%
Cc1noc(C)c1S(=O)(=O)N1CCC(C(=O)N2CCCC2c2nc(C3CCOCC3)no2)CC1 (centres undefined),-6%
CCc1ccccc1NC(=O)Cn1cc2c(n1)CCC(C)C2 (centres undefined),-21%
Cc1ccccc1CC(=O)N1CCC2(CC1)N(C)C(=O)CS2(=O)=O,?

Screening data from PubChem.
